Compound activity: PubChem BioAssay, National Center for Advancing Translational Sciences (NCATS)
NPC1 prom act: qHTS Assay for NPC1 Promoter Activators | Huh7 NPC1 promoter luciferase reporter, 24 h | Potency, µM (series often up to 9.22 µM), inactives show top-dose activation, usual class: activators | actives 2.4% (n = 320,000);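 further: potency means the concentration at half of the fitted maximal effect; % of control where 0% means no effect; nearly all actives have a fitted effect of over 60% in size; reporter is driven by a mutant NPC1 promoter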
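Huh7 cells stably carrying NPC1 promoter–luciferase, plated in Opti-MEM with 10% FBS for 2 h, were exposed to compound in DMSO for 24 h at 37 °C; luciferase reagent was added for 10 min and luminescence read.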
Menin MLL FP TR: qHTS Assay for Inhibitors Targeting the Menin-MLL Interaction in MLL Related Leukemias: Competition With Texas Red Labeled MLL-derived Mutant Peptide | Menin + Texas Red MLL mutant peptide, fluorescence polarization | actives 0.23% (n = 270,000) | O00255 | Potency, µM (doses to about 61.6 µM), without a hit: top-dose FP activity change, negative = inhibition, usual class: inhibitors; active means well fitted inhibition curve with a large enough effect in the polarisation, with a control signal flat, not every such curve was filed as active; inconclusive means small, poorly fitted or top-dose-only effect, or effect the other way, or a change in a side signal; inactive means no such curve, though single readings can be large or run the other way; the % refers to the polarisation; further: potency means the concentration at half of the fitted maximal effect; % of control where 0% means no effect; many of its hits are not listed in these tables
PKM2 activator: qHTS Assay for Activators of Human Muscle isoform 2 Pyruvate Kinase. purified PKM2, Kinase-Glo ATP luminescence, activation; response scale: 0% is enzyme alone, no compound. actives 0.34% (n = 260,000). Potency, µM (top dose mostly 57.5 µM), for inactives: top-dose activation, actives largely listed as activators. AID 1631, 2009. Pyruvate kinase PKM (Homo sapiens), P14618; further: potency means the concentration at half of the fitted maximal effect; on the % scale 0 is the no-effect control and ±100 the full control effect; nearly all actives have a fitted effect of over 55% in size
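Purified hPK-M2 (>95% pure) converted ADP (0.1 mM final) to ATP with 0.5 mM PEP in 50 mM imidazole pH7.2, KCl, MgCl2, Tween 20, BSA; 1 h at room temperature. ATP detected by Kinase-Glo luminescence.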
MBNL1-CUG inh: qHTS Assay for Inhibitors of MBNL1-poly(CUG) RNA binding | Muscleblind-like protein 1 (Homo sapiens), Q9NR56 | TR-FRET MBNL1-His/biotin-(CUG)12 binding, 665/545 ratio | Potency, µM (titrated, usually from 57.5 µM), for inactives: top-dose activity change, negative = inhibition, actives largely listed as inhibitors | actives 0.036% (n = 280,000) | AID 2675, 2010; active means well fitted inhibition curve with a large enough effect in the signal ratio, with a control signal flat, not every such curve was filed as active; inconclusive means small, poorly fitted or top-dose-only effect, or effect the other way, or a change in a side signal; inactive means no such curve, though single readings can be large or run the other way; the % refers to the signal ratio; further: potency means the concentration at half of the fitted maximal effect; on the % scale 0 is the no-effect control and ±100 the full control effect
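TR-FRET readout: Ex 340 nm, 665/545 nm emission ratio, normalized to buffer-only (basal) and MBNL1-(CUG)12 controls. Complex of MBNL1-His with Biotin-(CUG)12, compounds 92 nM–58 uM, incubated 60 min at room temperature.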
ELG1 DNA repair: qHTS screen for small molecules that inhibit ELG1-dependent DNA repair in human embryonic kidney (HEK293T) cells expressing luciferase-tagged ELG1; HEK293T ELG1-luciferase reporter, luminescence, 16 h; DNA damage induced by 5-fluorouridine; Potency, µM (doses to about 46.1 µM), for the others: at the top dose activity change, negative = inhibition, actives largely listed as inhibitors; actives 2.3% (n = 330,000); AID 504467, 2011; further: potency means the concentration at half of the fitted maximal effect; on the % scale 0 is the no-effect control and ±100 the full control effect; nearly all actives have a fitted effect of over 55% in size
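Quantitative HTS, concentration-response format. 2,000 cells/well co-treated with 5-fluorouridine and compound, 16 hr in 5% CO2 at 37 °C; ONE-Glo luminescence read after 30 min.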
Mito fusion act: qHTS Assay for Small Molecule Inhibitors of Mitochondrial Division or Activators of Mitochondrial Fusion; S. cerevisiae fusion-defective mutant growth rescue, CellTiterGlo 48 h; Potency, µM (doses to about 46.1 µM), for the others: at the top dose growth rescue (activation), usual class: activators; actives 0.23% (n = 320,000);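 further: potency means the concentration at half of the fitted maximal effect; % of control where 0% means no effect; nearly all actives have a fitted effect of over 45% in size; temperature-sensitive fusion mutants such as fzo1-1 at 37 °C on non-fermentable ethanol glycerol medium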
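Yeast fusion mutant, YPEG (non-fermentable carbon), compound, 48 h at 37C non-permissive; CellTiterGlo added, 10 min RT, luminescence read. Rescued growth = division inhibition.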
Rab9 prom act: qHTS Assay for Rab9 Promoter Activators; Huh7 Rab9 promoter-luciferase reporter, luminescence, 24 h; Potency, µM (top dose mostly 9.22 µM), for inactives: at the top dose activation, negative = inhibition, hits mostly activators; actives 2.8% (n = 320,000); AID 485297, 2010; further: potency means the concentration at half of the fitted maximal effect; % of control where 0% means no effect; nearly all actives have a fitted effect of over 60% in size
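Cell-based reporter: Huh7 stable for Rab9 promoter-driven luciferase, plated in reduced-serum medium with 10% FBS at 1500 cells/well, compound-treated 24 h at 37 °C, luminescence read after 10 min reagent.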
RORgamma inh: qHTS for inhibitors of ROR gamma transcriptional activity. Nuclear receptor ROR-gamma (Mus musculus), P51450. Drosophila S2 Gal4-RORgamma UAS-luciferase reporter, 20 h. Potency, µM (highest dose often 53.6 µM), without a hit: at the highest dose activity change, negative = inhibition, usual class: inhibitors. actives 5.4% (n = 310,000). AID 2551, 2010; further: potency means the concentration at half of the fitted maximal effect; on the % scale 0 is the no-effect control and ±100 the full control effect; nearly all actives have a fitted effect of over 60% in size
Target sequence (P51450 whole entry, looked up, the tested form may be a part): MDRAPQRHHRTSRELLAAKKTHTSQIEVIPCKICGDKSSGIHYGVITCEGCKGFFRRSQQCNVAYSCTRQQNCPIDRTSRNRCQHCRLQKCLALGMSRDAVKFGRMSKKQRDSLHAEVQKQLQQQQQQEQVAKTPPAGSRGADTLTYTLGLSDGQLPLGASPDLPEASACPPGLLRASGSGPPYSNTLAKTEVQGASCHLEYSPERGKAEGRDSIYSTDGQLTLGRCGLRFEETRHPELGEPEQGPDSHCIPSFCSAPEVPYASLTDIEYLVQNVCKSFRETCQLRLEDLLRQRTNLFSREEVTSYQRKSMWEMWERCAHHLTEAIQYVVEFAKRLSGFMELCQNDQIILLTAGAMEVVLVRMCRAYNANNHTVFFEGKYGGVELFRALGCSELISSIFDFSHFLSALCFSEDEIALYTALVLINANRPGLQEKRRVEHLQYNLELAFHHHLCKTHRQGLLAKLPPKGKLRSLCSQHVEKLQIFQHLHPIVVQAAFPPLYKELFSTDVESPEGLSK
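Stable Schneider cell line, Gal4 DNA-binding domain fused to ROR gamma, UAS-luciferase. Cmpd 1 hr RT → CuSO4 700 uM final → 20 hr RT → luciferase reagent 10 min → luminescence.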
Gal4-VP16 FLuc: VP16 counterscreen qHTS for inhibitors of ROR gamma transcriptional activity; Potency, µM (series often up to 53.6 µM), inactives show top-dose activity, negative = inhibition, usual class: inhibitors; Drosophila S2 Gal4-VP16 UAS-luciferase, luminescence, 20 h; AID 2546, 2010; actives 3.5% (n = 310,000);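 further: Gal4-VP16 expression switched on by copper sulfate through the metallothionein promoter; potency means the concentration at half of the fitted maximal effect; on the % scale 0 is the no-effect control and ±100 the full control effect; nearly all actives have a fitted effect of over 50% in size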
FLuc modulator: qHTS profiling assay for firefly luciferase inhibitor/activator using purifed enzyme and Km concentrations of substrates (counterscreen for miR-21 project) | purified FLuc, Km substrates, luminescence inhibition | Potency, µM (highest dose often 57.5 µM), without a hit: at the highest dose activity change, negative = inhibition, actives largely listed as inhibitors | actives 6.9% (n = 360,000) | AID 588342, 2011;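 further: potency means the concentration at half of the fitted maximal effect; plate controls were vehicle for no effect and reference inhibitor for full effect; nearly all actives have a fitted effect of over 55% in size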
Target sequence (P08659 whole entry, looked up): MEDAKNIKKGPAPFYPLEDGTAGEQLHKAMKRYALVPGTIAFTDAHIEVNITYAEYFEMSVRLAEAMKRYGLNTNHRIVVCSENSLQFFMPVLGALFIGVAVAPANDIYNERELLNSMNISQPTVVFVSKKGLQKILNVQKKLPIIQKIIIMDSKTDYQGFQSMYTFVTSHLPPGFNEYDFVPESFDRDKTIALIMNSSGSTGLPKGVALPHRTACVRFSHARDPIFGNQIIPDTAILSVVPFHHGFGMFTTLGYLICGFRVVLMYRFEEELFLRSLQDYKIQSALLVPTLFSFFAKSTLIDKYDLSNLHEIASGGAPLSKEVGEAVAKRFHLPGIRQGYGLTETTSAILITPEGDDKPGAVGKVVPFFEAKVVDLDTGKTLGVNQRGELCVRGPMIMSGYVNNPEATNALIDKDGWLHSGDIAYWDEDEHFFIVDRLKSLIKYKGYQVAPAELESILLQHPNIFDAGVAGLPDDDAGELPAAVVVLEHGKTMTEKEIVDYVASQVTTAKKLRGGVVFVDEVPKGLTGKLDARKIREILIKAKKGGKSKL
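Purified P. pyralis luciferase (10nM final) with 10uM D-luciferin and 10uM ATP (Km levels) in 50mM Tris acetate pH 7.5, 10mM Mg acetate, 0.01% Tween-20, 0.05% BSA; qHTS 6-point titration, ~60 µM downward; luminescence read.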
KCNH2 3.1 block: qHTS for Inhibitors of KCHN2 3.1: Mutant qHTS; Potassium voltage-gated channel subfamily H member 2, brain isoform KCNH2 3.1 (human); U2OS KCNH2 3.1, thallium flux FluxOr; active compounds read low; activity change, % (tested at about 1.8 µM); actives 0.95% (n = 340,000); AID 720553, 2013;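 active means maximum activity change below -70%; inconclusive means maximum activity change from -70% to -50%; inactive means maximum activity change above -50%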;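 further: thallium influx rate constant from kinetic fluorescence after stimulation buffer; on the % scale 0 is the no-effect control and ±100 the full control effect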
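U2OS cells transduced with KCNH2 3.1 mutant virus (1.77 x 10^8 /mL, 4 h), plated overnight at 37 C, loaded 45 min with FluxOr dye plus Red40 quencher. Thallium flux rate constant from kinetic reads after stimulation buffer, normalised to controls.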
An asterisk follows results filed as active; ? = inconclusive; / = not tested or not shown; & = joins results of further samples; [ ] = another dose, or the depositor's remark. Unless noted, the call rests on the fitted dose curve; in most records, active means well fitted curve in the direction sought with a large enough effect; inconclusive means small, poorly fitted or top-dose-only effect, or another doubt; inactive means no such curve, though single readings can be large; an effect the other way counts as inactive or inconclusive.

SMILES	NPC1 prom act	Menin MLL FP TR	PKM2 activator	MBNL1-CUG inh	ELG1 DNA repair	Mito fusion act	Rab9 prom act	RORgamma inh	Gal4-VP16 FLuc	FLuc modulator	KCNH2 3.1 block
CC(C)N1CCc2c(sc(NC(=O)c3nc4ccccc4s3)c2C(N)=O)C1	0%	?	-15%	?	1%	3%	-1%	-40%	4%	17µM*	-11
Cc1ccc(/C=N/NC(=O)CNC(=O)Cc2ccccc2)o1	1%	-5%	2%	?	12%	-4%	-3%	3%	-3%	4%	2
COc1cc(C(=O)N/N=C(\C)Cn2nc([N+](=O)[O-])cc2C)ccc1O	5%	12%	2%	5%	1%	-2%	2%	?	-15%	3%	-1
Cc1cccc2sc(NS(C)(=O)=O)nc12	-6%	7%	-2%	-2%	?	1%	-9%	-6%	2%	?	-13
CCn1nc(C)c(Br)c1-c1nc(-c2cccc(C)c2)no1	2.5µM*	/	-2%	/	1%	0%	27%	25%	0%	?	20
O=C(NCc1cccnc1)NC1(c2ccccc2)CC1	1%	-4%[11.7 µM]	-10%	2%	1%	1%	-3%	-21%	-5%	2%	0
COc1ccccc1N1CCN(C2CC(=O)N(c3ccc(Cl)cc3)C2=O)CC1 (stereo unspecified)	-1%	-6%	1%	-13%	?	-10%	-2%	10%	7%	-2%	-10
Cc1c(Cl)cccc1NC(=O)CC1Sc2ccccc2NC1=O (stereo unspecified)	2%	?	2%	-2%	-10%	-4%	2%[1.84 µM]	20%	2%	1%	3
NC(=O)CSc1ccc(Br)cc1	-4%	-1%	-7%	2%	0%	-1%	2%	-14%	0%	5%	-4
CN(C)CCOCCP(=O)(c1ccccc1)c1ccccc1	0%	1%	-5%	3%	1%	1%	6%	9%	-6%	6%	4
CC(=O)N1CCN=C1SCc1ccc(Cl)cc1	-2%	-5%	3%	2%	-8%	2%	-1%	0%	6%	-2%	0
Cn1c(=O)c2c(nc(NCCNC(=O)c3ccco3)n2Cc2ccccc2Cl)n(C)c1=O	1%	-8%	19%	-1%	-7%	0%	-1%	18%	-3%	1%	13
O=[N+]([O-])c1cc(C(F)(F)F)ccc1Cl	0%	/	/	/	7%	1%	0%	-1%	0%	3%	19
CCOc1cccc(/C=N/Nc2ccc(S(=O)(=O)N(CC)CC)cn2)c1O	-12%	?	12%	1%	-11%	-9%	-20%	1µM*	3.2µM*	7%	-18
COc1ccc(OC)c(Nc2ccc(Nc3cc(OC)ccc3OC)nn2)c1	-1%	?	4%	?	?	8%	-2%	27%	15%	3%	-6
Cc1nn(-c2cc(C)c3ccccc3n2)c2c1C1C(C2)C1(C)C (stereo unspecified)	0%	2%	-4%	-7%	29%	7%	-1%	0.71µM*	18µM*	?	1
CCCCCCN1CC(=O)N2Cc3[nH]c4ccccc4c3C[C@H]2C1=O	-12%	5%	/	-2%	6%	16%	-7%	31%	-2%	4%	-12
CSc1nc(=O)n2cccc(C)c2n1	-4%	1%	-5%	?	22%	-6%	-1%	1%	11%	-2%	6
C/C(=N/OC(=O)c1ccc(C)cc1)c1cccs1	-1%	0%	-52%	15%	?	-5%	2%	-19%	-8%	0.076µM*	0
CCCOc1ccc(C(=O)Nc2cccnc2)cc1	2.8µM*	6%	1%	6%	?	-2%	?	28%[1.91 µM]	-7%	11µM*	-7
Cc1nn(-c2ccccc2)c(-c2ccccc2[N+](=O)[O-])c1C(=O)O	-3%	/	3%	-8%	-1%	-2%	-1%	7%	-14%	4%	8
Cc1cccc2cc(-c3nc4c(C)cccn4c3NCc3ccco3)c(=O)[nH]c12	0%	-17%	12%	12%	?	27%	-4%	-15%	5%	0%	-4
CCCCn1c(SCC(=O)Nc2cc(C)on2)nnc1-c1ccncc1	3%	5%	-6%	0%	-2%	5%	2%	3%	-6%	0%	7
CSc1ccccc1NC(=O)CN(c1cccc(C)c1)S(C)(=O)=O	-1%	0%	27%	2%	-17%	0%	-11%	-3%	-6%	0%	14
Cc1ccc(NC(=O)CCNS(=O)(=O)c2ccc(Br)s2)cc1	1%	49%[activator]	-2%	-1%	4%	0%	-5%	-20%	-10%	1%&3%	-1
CCOC(=O)C1=C(COC(=O)CCc2ccc(CC)cc2)NC(=O)NC1C (stereo unspecified)	2%	/	/	/	17%	9%	0%	/	/	0%	?
CCCCn1c(N)c(N(CC(C)C)C(=O)COC(=O)Cc2c(C)nc3ccccc3c2C)c(=O)[nH]c1=O	1%	/	-8%	3%	12%	-1%	13%	15%	5%	0%	/
Cc1ccc(C(CC(=O)NCc2ccco2)c2ccccc2)c(O)c1 (stereo unspecified)	1%	-7%	2%	-8%	-11%	1%	0%	12%	12%	4%	-15
C=CCOc1cc(OC)c(OC)c(OC)c1	-1%	-2%	1%	3%	28%	-4%	2%	-1%	4%	-2%	-16
Cc1c(C(=O)NC(=S)Nc2cccnc2)cccc1[N+](=O)[O-]	2%	/	5%	-3%	14%	1%	9%	-1%	1%	-7%	7
COc1ccc(Cc2noc(CN3CCN(c4ccc(Cl)cn4)CC3)n2)cc1OC	-20%	-18%	-4%	-2%	?	0%	-33%[inhibitor]	1%	-23%	-15%	-4
CCCn1c(-c2cccs2)nc2c1c(=O)[nH]c(=O)n2Cc1ccccc1	-2%	?	0%	56%[activator]	-29%	-18%	-22%	8%	14%	2%	5
Cc1cc2c(c(=O)n1Cc1ccco1)C(c1cccnc1)C(C#N)=C(N)O2 (stereo unspecified)	15%	-4%	15%	-8%	-6%	0%	-1%	-42%	-5%	-2%	10
CCC(OC(=O)c1ccco1)C(=O)NCc1ccco1 (stereo unspecified)	-4%	10%	-2%	-7%	23%	-1%	2%	1%	1%	3%	9
Cn1c(SCC(=O)c2cccs2)nnc1-c1ccco1	10%	1%	20%	?	?	-3%	8%	26%	6%	?	1
Cc1nc2c(C#N)cnn2c2c1CCNN2C	-2%	-8%	6%	4%	-4%	-2%	7%	-12%	-9%	-2%	17
CC(C)c1nnc(NC(=O)CCC(=O)N2CCN(C3c4ccccc4-c4ccccc43)CC2)s1	-3%	-9%	10%	-1%	?	0%	-2%	14%	-17%	-1%	2
Cc1ccc(S(=O)(=O)Cn2nnnc2CN2CCN(Cc3ccc4c(c3)OCO4)CC2)cc1	1%	-10%	-6%	-6%	?	-6%	-7%	?	?	6%	-13
COC(=O)C1C(=O)CC(C)(O)C(C(=O)OC)C1c1ccccc1F (stereo unspecified)	-4%	-2%	3%	2%	7%	-1%	-7%	10%	26%	-1%	20
C=CCNC(=O)COc1cc(C)cc(C)c1C	0%	-3%	-1%	-10%	-2%	4%	-4%	1%	-2%	-4%	-17
COC(=O)C1(C)NC(c2ccc(O)cc2)C2C(=O)N(c3ccc4c(c3)OCCO4)C(=O)C21 (stereo unspecified)	-2%	3%	4%	0%	1%	-8%	3%	1%	-1%	2%	-10
O=C(NNS(=O)(=O)c1ccc(F)cc1)c1cc2ccccc2cc1O	-4%	?	/	?	-5%	5%	7%	-30%	6%	5%	-15
COc1ccc(C2=CC(c3ccco3)n3ncnc3N2)cc1 (stereo unspecified)	-1%	10%	2%	?	-12%	3%	2%	-7%	8%	?	18
Cc1ccc(NS(=O)(=O)c2cccc(C(=O)NCCCn3ccnc3)c2)cc1	-1%	/	/	/	8%	3%	3%	/	/	3%	-9
Cc1c(/C=N/O)c2ccccn2c1C(=O)c1ccc(F)cc1	-3%	34%[activator]	/	16%	?	0%	0%[1.84 µM]	-7%	1%	-1%	-1

The list is partial; the hit share may differ from the screen's.
